Lipid storage S3 – qHTS Assay for Lipid Storage Modulators in Drosophila S3 Cells; Drosophila S3 cells, BODIPY lipid droplet fluorescence, 18-24 h; cells fed with added oleic acid; lipid storage change, negative = inhibition, % at the top dose, mostly 46.1 µM; hits show Potency in µM; 320,000 compounds, 0.64% hits; AID 2685; active means well fitted inhibition curve with a large enough effect in the signal ratio, with a control signal flat, not every such curve was filed as active; inconclusive means small, poorly fitted or top-dose-only effect, or effect the other way, or a change in a side signal; the % refers to the signal ratio
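Laser-scanning cytometry quantifies lipid droplet accumulation (500–530 nm total intensity; droplet/cell object ratio) in oleic acid-fed (400 uM added) Drosophila S3 cells treated with a concentration series. 20 uM Triacsin C defined 100% inhibition.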
Lipid storage S3 cell count max – further read-out of Lipid storage S3, marked with its call; cell number change, %; measured here: cell count max response;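 cells counted by Cell Tracker Red CMTPX staining in the red channel; peak over a dose series mostly up to 46.1 µM; percent activity relative to internal control wells on each plate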
An asterisk follows results filed as active; i = inactive; ? = inconclusive; / = not tested or not shown; [ ] = another dose, or the depositor's remark. On the % scale 0 is the no-effect control and ±100 the full control effect; potency means the concentration at half of the fitted maximal effect. The list is partial, so the mix of outcomes need not match the whole.

The opening 2 entries (preview)
SMILES | Lipid storage S3 | Lipid storage S3 cell count max
O=C(COc1cccc2ccccc12)Nc1cc(S(=O)(=O)N2CCOCC2)ccc1N1CCOCC1 | ? | /
O=C(COc1ccccc1-c1ccccc1)Nc1ccc(S(=O)(=O)NCc2ccco2)cc1 | ? | /

The whole of this part (from the top)
SMILES | Lipid storage S3 | Lipid storage S3 cell count max
O=C(COc1cccc2ccccc12)Nc1cc(S(=O)(=O)N2CCOCC2)ccc1N1CCOCC1 | ? | /
O=C(COc1ccccc1-c1ccccc1)Nc1ccc(S(=O)(=O)NCc2ccco2)cc1 | ? | /
Cc1ccc(-c2nnn(CC(=O)N(Cc3ccco3)C(C(=O)NC(C)(C)C)c3cccs3)n2)o1 (stereo unspecified) | -15.4% | -15.2
Cn1c(CNc2nc(-c3ccccc3)cs2)nnc1SCC(=O)N1CCc2ccccc21 | i | /
COc1ccc(S(=O)(=O)N2N=C(C)Oc3ccccc3C2=O)cc1 | -6.5% | -13.1
O=C(c1ccccc1)N1CCn2c(nc3ccccc32)C1 | ? | /
CCOc1ccc(-n2c(SCC(=O)Nc3ccc(OC)cc3OC)nc3c(c2=O)SCC3)cc1 | 8.7% | -1.1
CC(NC(=O)CCc1nc2cc(S(=O)(=O)N3CCOCC3)ccc2n1C)c1ccc(S(N)(=O)=O)cc1 (stereo unspecified) | -59.0% | 22.1
O=C(N/N=C/c1cn(Cc2cccc(F)c2)c2ccccc12)c1cc(O)cc(O)c1 | ? | /
Cc1ccc(S(=O)(=O)Nc2ccncc2)c(C)c1N(C)S(=O)(=O)c1ccc(Cl)cc1 | -4.4% | 7.8
COc1cccc(OC2OC3COC(C)(C)OC3C(O)C2NC(C)=O)c1 (stereo unspecified) | ? | /
CCN(CC)Cc1ccccc1Sc1ccccc1 | ? | /
NC(=O)c1ccc(-c2csnn2)cc1 | ? | /
CCOC(=O)NNC(=S)Nc1c(C)n(C)n(-c2ccccc2)c1=O | -19.4% | 6.5
COc1ccc(CNC(=O)c2ccc[nH]2)cc1Cl | ? | /
COC(=O)c1ccccc1S(=O)(=O)N1CCC(C(=O)OC(C)C(=O)Nc2ccc(NC(C)=O)cc2)CC1 (stereo unspecified) | 18.4% | 8.9
CC(O)CNc1cnccn1 (stereo unspecified) | -4.1% | -3.7
CN(C1CCCCC1)S(=O)(=O)c1ccc(C(=O)Nc2sc3c(c2C(N)=O)CC(C)(C)NC3(C)C)cc1 | ? | /
CN1CCN(C(=O)CNC(=O)Cc2ccc(Cl)cc2)CC1 | i | -6.4
Cc1cc(C)nc(NC(=O)c2c(-c3ccccc3Cl)noc2C)n1 | i | /
CCNc1nc(=S)nc(NCc2ccccc2)[nH]1 | ? | /
O=C(Cn1cc([N+](=O)[O-])ccc1=O)NCC1COc2ccccc2O1 (stereo unspecified) | ? | /
CC(=O)Nc1cccc(C(=O)OCC(=O)NC2CCCCCCC2)c1 | ? | /
O=C1c2ccsc2SCCN1Cc1ccc(Cl)cc1Cl | -6.6% | -5.7
CC1(NC(=O)CCc2nc3ccccc3c(=O)[nH]2)CCS(=O)(=O)C1 (stereo unspecified) | 7.2% | 9.3
SMILES | Lipid storage S3 | Lipid storage S3 cell count max
COCc1c(C(=O)N/N=C\c2cccs2)nnn1-c1nonc1N | ? | /
COc1ccc(OCc2nnc(SCC(=O)Nc3ccccc3C#N)o2)cc1 | i | -13.2
COc1ccc(NC(=S)N(CCO)Cc2cc3c(C)cc(C)cc3[nH]c2=O)cc1 | 1.8% | -1.0
CCC(C)C(NS(=O)(=O)c1ccc(C)cc1)C(=O)NCCCN1CCOCC1 (stereo unspecified) | i | -6.5
Cc1cccn2c(=O)c3cc(C(=O)N4CCN(Cc5ccccc5)CC4)sc3nc12 | ? | /
COc1ccc2[nH]cc(CCN3C(=O)CCC3=O)c2c1 | ? | /
Cc1ccc(C(=O)NC(=S)NCC2CCCO2)cc1Br (stereo unspecified) | ? | /
COc1ccc(CNC(=O)c2ccc(CS(=O)c3ccccc3)o2)cc1 (stereo unspecified) | ? | /
O=C(CN1C(=O)c2ccccc2C1=O)OC(C(=O)c1ccc(Cl)cc1)c1ccccc1 (stereo unspecified) | 10.5% | -15.6
Cc1nn(CC(=O)Nc2ccc(N3CCOCC3)cc2)c(C)c1Cl | ? | /
Cn1c(CNC(=O)OC(C)(C)C)n[nH]c1=S | ? | /
CCCCCC(=O)Nc1cccc(-c2nc3ncccc3o2)c1 | ? | /
CCCc1nc2scc(-c3ccc(C)cc3)c2c(=O)n1N | ? | /
CCOC(=O)C1CCN(c2c(NCCCN(CC)Cc3ccccc3)c(=O)c2=O)CC1 | ? | /
O=C(NC1Cc2ccccc2C1)c1cc(COc2cccc(C(F)(F)F)c2)on1 | -5.0% | -4.8
Cc1nnc2c(N(C)S(=O)(=O)c3ccccc3)nc3ccccc3n12 | i | 8.6
O=C(CSc1nc2ccccc2n1S(=O)(=O)c1cccc([N+](=O)[O-])c1)NCCc1ccccc1 | -0.9% | 17.4
CSCC[C@H](NS(=O)(=O)c1ccc(C)cc1)C(=O)N1CCC(C(=O)N[C@H](C(=O)O)c2ccccc2)CC1 | ? | /
COCc1nnc(NC(=O)c2ccco2)s1 | ? | /
O=C(NCCN1CCOCC1)c1cccc(S(=O)(=O)N2CCCC2)c1 | i | 2.9
COc1ccc(/C=N/OCC(=O)N=Nc2c(O)[nH]c3ccc(Br)cc23)cc1 | -2.3% | 6.4
Cc1nn(-c2ccccc2)c2sc(C(=O)OCN3C(=O)c4ccccc4C3=O)cc12 | 9.2% | 8.1
CCCCc1ccc(/C=C2\C(=O)ON=C2c2ccccc2)s1 | ? | /
CCNC(=O)CC1C(=O)N(CC)C(=S)N1NC(=O)c1ccccc1 (stereo unspecified) | -9.3% | 13.4
O=C(Cc1ccccc1)N/N=C/C=C/c1cccc([N+](=O)[O-])c1 | -15.7% | 5.1
SMILES | Lipid storage S3 | Lipid storage S3 cell count max
CC(CNc1nc2ccccc2n2cnnc12)c1ccccc1 (stereo unspecified) | 2.4% | -10.4
Cc1cc(C(C)(C)C)oc1C(=O)N(CC(=O)NC1CCCC1)c1ccc(F)cc1 | i | /
O=C(CSc1nnc(NC(=O)c2ccc3c(c2)OCO3)s1)NCc1ccco1 | -2.2%[9.22 µM] | 9.8
CC1CCN(S(=O)(=O)c2cccc(S(=O)(=O)N3CCCC3)c2)CC1 | ? | /
Cc1ccccc1N=C1SCCN1C(=O)CN1C(=O)NC2(CCCC2)C1=O | -20.0%[0.0737 µM] | 16.8
Cc1ccc(C(=O)CSc2nnc(-c3ccccc3)n2-c2ccccc2)o1 | 12.7% | 6.9
Cc1cc(/C=N/Nc2ccc([N+](=O)[O-])cn2)c(C)n1-c1ccc(C(=O)O)cc1 | -0.3% | 3.2
COC(=O)c1cccc(C23CC4(C2)[C@H](CN(C)[C@@H]4c2ccccc2)C3c2ccc(C(F)(F)F)cc2)c1 (stereo partly specified) | ? | /
O=[N+]([O-])c1ccc(N2CCN(c3ccc([N+](=O)[O-])cc3CO)CC2)c(CO)c1 | ? | /
Cc1[nH]n(-c2ccccc2)c(=O)c1C(=O)c1ccc([N+](=O)[O-])cc1 | 16.3% | 5.6
CC(C)c1ccccc1NC(=O)CCc1nc2ccccc2s1 | -9.2% | -0.7
O=C(NCc1cccnc1)c1cccc(OC2CCN(Cc3ccc(CO)o3)CC2)c1 | ? | /
Cc1cccc(CCNC(=O)CCCOc2cc(=O)n(C)c3ccccc23)c1 | 1.1% | 1.1
CC1(C)Oc2nc3ccccc3n2/C1=C\C#N | -10.8% | -10.2
O=C(O)CSc1nnc(CNc2ccc(F)cc2)n1-c1ccccc1 | ? | /
c1ccc(CN2OCC3Cn4c(nc5ccccc54)C32)cc1 (stereo unspecified) | -1.5% | -11.0
CCn1ncc(/C=N\NC(=O)COc2cc(C)cc(C)c2)c1C | 0.5% | -7.2
O=C1CCC(C(=O)Nc2ccccc2N2CCCC2)=NN1 | ? | /
O=S(=O)(N/N=C\c1c(F)cccc1Cl)c1ccc(Cl)cc1 | ? | /
CCN(CC(=O)Nc1ccccc1C(F)(F)F)C(=O)c1cccc(N2C(=O)CCC2=O)c1 | ? | /
COc1ccc2nc(NC(=O)CC3Oc4ccccc4NC3=O)sc2c1 (stereo unspecified) | 14.0% | 20.7
CC(=O)N1c2ccc(S(=O)(=O)NCCC(=O)NC3CCC(C)CC3)cc2CC1C (stereo unspecified) | ? | /
COc1cc(CNCCC2CCOC(C)(C)C2)ccc1O (stereo unspecified) | 24.2% | -1.2
O=C(CN1C(=O)NC(Cc2c[nH]c3ccccc23)C1=O)NC1CC1 (stereo unspecified) | -4.2% | 14.2
O=C(COC(=O)c1ccc(F)cc1)Nc1cc(S(=O)(=O)N2CCOCC2)ccc1N1CCCC1 | 4.7% | -27.6

Some of these compounds in order of the Lipid storage S3 value, smallest number first.
SMILES | Lipid storage S3 | Lipid storage S3 cell count max
O=C(COC(=O)c1ccc(F)cc1)Nc1cc(S(=O)(=O)N2CCOCC2)ccc1N1CCCC1 | 4.7% | -27.6
CCOc1ccc(-n2c(SCC(=O)Nc3ccc(OC)cc3OC)nc3c(c2=O)SCC3)cc1 | 8.7% | -1.1
Cc1[nH]n(-c2ccccc2)c(=O)c1C(=O)c1ccc([N+](=O)[O-])cc1 | 16.3% | 5.6

Next compounds.
SMILES | Lipid storage S3 | Lipid storage S3 cell count max
COc1ccc(CNC(=O)Cc2ccc(-c3ccccc3)cc2)cc1OC | ? | /
CC1(CCc2ccccc2)NC(=S)N(c2ccc(Cl)cc2)N1 (stereo unspecified) | ? | /
O=C(CSc1n[nH]c(=O)n1C1CC1)c1ccc(F)cc1 | 1.5% | 6.2
CCOc1cc(CNCc2cccs2)ccc1OCC(=O)NC(C)(C)C | 10.7% | 2.3
CCN(CC)c1ncnc2c1[nH]c1ccccc12 | ? | /
COc1ccc2c(CC(=O)NC3CCCc4ccccc43)coc2c1 (stereo unspecified) | 3.7% | 11.3
COc1ccc(CNCC(O)COc2ccc(C)cc2[N+](=O)[O-])cc1 (stereo unspecified) | -9.6% | /
COc1cc(C2NC(=O)CCC2[N+](=O)[O-])cc(Br)c1OC (stereo unspecified) | -1.8% | -11.8
c1ccc(Oc2nc(-c3cccnc3)nc3ccccc23)cc1 | ? | /
CCn1c2c(c(=N)c3c1CCC3)CCCC2 | -16.6% | -25.0
COc1cc(CC(NC(C)=O)C(=O)NC2CCN(c3c(Cc4ccccc4)c(C)nc4ncnn34)CC2)cc(OC)c1 (stereo unspecified) | 0.7% | 4.3
Cc1cc(C)c(NC(=O)c2cccc3c2C(=O)N(C2CCCCC2)C3)c(C)c1 | ? | /
CC(C)c1ccc(CSc2ccc(S(=O)(=O)N3CCOCC3)cn2)cc1 | ? | /
CCOC(=O)C1=C(COC(=O)C(C)(C)Oc2ccc(Cl)cc2)NC(=O)NC1C (stereo unspecified) | ? | /
COc1ccc(-c2cn3c(C)c(C(=O)N4CCc5ccccc5C4)sc3n2)cc1 | ? | /
Cc1c(NC(=S)NC(=O)CCc2ccccc2)c(=O)n(-c2ccccc2)n1C | ? | /
O=C(COC(=O)c1ccccn1)NCc1ccccc1Cl | -5.2% | /
CCCS(=O)(=O)c1c(S(=O)(=O)CCC)c2c(N)cccn2c1C(=O)c1ccc(F)cc1 | ? | /
COc1ccccc1CNC(=O)C1CCCN(S(C)(=O)=O)C1 (stereo unspecified) | ? | /
Cc1ccc(NC2CCCN(C(=O)CCC(=O)c3ccccc3)C2)cc1C (stereo unspecified) | ? | /
O=C(CCN1CCc2ccccc2C1)Nc1ccc(F)c(F)c1 | 14.2% | /
O=C(NC(=S)NNC(=O)c1ccccc1F)c1cccnc1 | 9.7% | 13.3
CCCc1ccc(Oc2coc3cc(OCC(=O)Nc4ccccc4C)ccc3c2=O)cc1 | 6.0% | -13.7
Cc1ccc(-c2nc(CSCC(=O)N3CCN(c4ccccn4)CC3)c(C)o2)cc1 | ? | /
CC(OC(=O)c1cccc(S(=O)(=O)Nc2cccc(C(F)(F)F)c2)c1)C(=O)Nc1ccc2c(c1)OCCO2 (stereo unspecified) | 18.1% | 9.8

Five of these compounds, reformatted:
Lipid storage S3	Lipid storage S3 cell count max	smiles
?	/	CC1(CCc2ccccc2)NC(=S)N(c2ccc(Cl)cc2)N1 (stereo unspecified)
?	/	CCN(CC)c1ncnc2c1[nH]c1ccccc12
1.5%	6.2	O=C(CSc1n[nH]c(=O)n1C1CC1)c1ccc(F)cc1
?	/	COc1ccccc1CNC(=O)C1CCCN(S(C)(=O)=O)C1 (stereo unspecified)
3.7%	11.3	COc1ccc2c(CC(=O)NC3CCCc4ccccc43)coc2c1 (stereo unspecified)

Carrying on.
SMILES | Lipid storage S3 | Lipid storage S3 cell count max
CC(OC(=O)Cc1c[nH]c2ccccc12)C(=O)Nc1ccc(S(N)(=O)=O)cc1 (stereo unspecified) | -0.4% | 26.5
O=C(Cn1nnc(-c2ccccc2F)n1)N1CCCCC1 | 3.4% | 8.8
COc1ccc(CCNc2ccncn2)cc1OC | -4.5% | -21.3
CCCCOC(=O)Nc1nnc(C(C)C)s1 | -14.0% | -14.9
CCOC(=O)c1c(CN(CC)CC)oc2cc(Br)c(O)cc12 | ? | /
CC(=O)c1cc(N2CCC(C(=O)O)CC2)ccc1[N+](=O)[O-] | -1.5% | 21.3
CCn1nc([N+](=O)[O-])c2c(-c3nc4ccccc4o3)c(N)n(CCCOC)c2c1=O | 0.3% | -15.1
Cc1nc(NC(=O)c2ccco2)sc1-c1csc(Nc2ccc(Cl)cc2Cl)n1 | ? | /
O=C(CCN1C(=O)c2ccccc2C1=O)C1=NN[C@@H]2C(=O)N(c3ccc4c(c3)OCO4)C(=O)[C@H]12 | -3.0% | 10.6
Nc1nc2nonc2nc1N1CCCCC1 | 6.8% | 6.9

Bioassay records: PubChem, National Center for Advancing Translational Sciences (NCATS)
